PfHsp90 set2: growth inhibition of yeast expressing Plasmodium Hsp90; S. cerevisiae expressing PfHsp90, BacTiter-Glo ATP, 48 h; yeast lacking PDR1 and PDR3 efflux regulators; inhibition, % at 9.4 µM; hit rate 0.32% among 310,000; AID 504621;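 active means every replicate shows inhibition above about 80%, whatever the replicate mean, limit read from the data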;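 further: 0% = DMSO neutral controls and 100% = 20 µM radicicol positive controls; yeast relying on Plasmodium falciparum Hsp90 in place of its own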
E coli growth: bacterial growth inhibition, counter-screen for AddAB inhibitors; AID 449728; E. coli V3065 growth, OD600 absorbance, 18 h; inhibition, % at 11.9 µM; hit rate 0.27% among 330,000;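 active means inhibition above the campaign's mean inhibition across all tested compounds plus 3 SD, cut at about 9.9% in these data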;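 further: uninfected addAB+ strain grown without phage in ampicillin broth; 0% = DMSO wells and 100% = ciprofloxacin 0.95 µg/ml wells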
HTR5A inv ctr: counter-screen for OPRM1-OPRD1 inverse agonists: human HTR5A inverse agonism; hit rate 0.083% among 340,000; HTR5A cell line, luminescence; inhibition, % at 9.3 µM; in the data active means inhibition mostly above about 23%, no sharp cut-off; inactive means mostly below about 18%;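 further: 0% = cells with DMSO and 100% = no-cell wells with DMSO; some compounds called inactive have numbers as strong as hits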
Target sequence (P47898 whole entry, looked up): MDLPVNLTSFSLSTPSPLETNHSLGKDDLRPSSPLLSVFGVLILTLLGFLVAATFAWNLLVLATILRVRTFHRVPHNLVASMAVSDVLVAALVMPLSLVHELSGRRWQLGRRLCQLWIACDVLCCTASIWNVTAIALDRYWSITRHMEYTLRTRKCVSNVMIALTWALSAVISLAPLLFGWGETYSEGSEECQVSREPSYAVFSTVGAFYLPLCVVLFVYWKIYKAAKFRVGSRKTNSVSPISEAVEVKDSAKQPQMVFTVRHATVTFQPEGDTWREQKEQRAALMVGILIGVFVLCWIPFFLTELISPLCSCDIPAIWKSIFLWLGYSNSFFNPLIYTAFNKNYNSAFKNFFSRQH
DSG3 Ab inh: human desmoglein-3 autoantibody binding inhibition; P32926; hit rate 0.48% among 310,000; binding (percent of control), % at 10 µM; DSG3-coupled beads, scFv-anti-DSG3-GFP binding, flow cytometry; hits give low values;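 active means binding more than 3 SD below its plate's average and above zero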;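 further: hits lower antibody fragment binding to DSG3; some compounds called inactive have numbers as strong as hits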
phage Ecoli inh: E. coli growth loss with phage present. inhibition, % at 11.9 µM. growth absorbance. AID 651602. hit rate 0.26% among 360,000; in the data active means inhibition above about 11%
HTR5A ag ctr: HTR5A agonism, opioid heterodimer counter-screen. P47898. HTR5A agonist assay, luminescence, cell-based. activation, % at 9.3 µM. hit rate 0.61% among 340,000. AID 504692; in the data active means activation mostly above about 9.5%, no sharp cut-off; inactive means mostly below about 7.6%;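 further: 0% = cells with vehicle only and 100% = reference agonist; strong numbers were not always called active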
MOR-DOR inv ag: mu-delta opioid heterodimer inverse agonism | P35372+P41143 | cell-based MOR-DOR heterodimer luminescence | inhibition, % at 9.3 µM | hit rate 0.21% among 340,000; in the data active means inhibition above about 22%, passing the limit was not always enough;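 further: 0% = cells with DMSO and 100% = wells without cells with DMSO; values of inactives mirror those of a sister screen read the other way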
OPRM1-OPRD1 ag: OPRM1-OPRD1 heterodimerization agonism; P35372+P41143; cells, luminescence; activation, % at 9.3 µM; hit rate 0.3% among 340,000; AID 504326; in the data active means activation above about 18%;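 further: 0% = vehicle-treated cells and 100% = reference agonist; values of inactives mirror those of a sister screen read the other way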
Mot1-301 SUMO: blocks SUMOylation pathway, rescuing yeast Mot1-301 growth; S. cerevisiae Mot1-301 growth rescue, ATP luminescence, 38.5C; percent above DMSO median, 100 means doubled; growth rescue, % at 18.8 µM; hit rate 1% among 320,000;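 active means every valid replicate shows activation above 250% relative to neutral control wells; inactive means the rest, any valid replicate at or below 250%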;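 further: OY570 slx delta 5 strain wells were the positive control but not used for scaling; some compounds called inactive have numbers as strong as hits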
AddAB inh: less growth of phage-infected E. coli with AddAB; E. coli expressing H. pylori AddAB, absorbance growth; inhibition, % at 11.9 µM; hit rate 0.29% among 330,000; AID 435030; in the data active means inhibition above about 12%;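 further: 0% = vehicle wells of infected cells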
PKA-R1A act: PKA-R1A complex activation | PKA-R1A dissociation, Cy5-IP20 fluorescence polarization; scaled: DMSO 0%, 113 µM cGMP 100% | P00514+P68181 | activation, % at 11.4 µM | hit rate 0.083% among 340,000;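 active means percent activation above the mean of all tested compounds plus 3 SD, cut at about 19% in these data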;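 further: higher means more PKAc released from R1A so a rise in polarization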
* marks the source's active call; other numbers are inactive results; nt = no result given. Rows were taken by chance (roughly 3.2% active in at least one column).

SMILES	PfHsp90 set2	E coli growth	HTR5A inv ctr	DSG3 Ab inh	phage Ecoli inh	HTR5A ag ctr	MOR-DOR inv ag	OPRM1-OPRD1 ag	Mot1-301 SUMO	AddAB inh	PKA-R1A act
Cc1ccccc1S(=O)(=O)N1[C@@H](c2ccc(Cl)cc2)C(C(=O)O)=CC[C@H]1c1ccc(Cl)cc1	-13	-0.7	-11	110	2.6	3	-4	0.9	112	1.3	-8
O=C(CNC(=S)N(CCCN1CCOCC1)Cc1cccs1)N1CCOCC1	-2	-1.0	-20	109	0.7	-1	13	-2.4	-2	3.5	-4
O=Cc1cc(-c2ccccc2)[nH]c1-c1ccccc1	9	-1.6	-13	102	1.8	4	-17	3.5	8	4.6	-10
CC1(C)CC(=O)C(C=NCCCN2CCCC2=O)=C(O)C1	1	-3.0	-17	105	2.1	2	10	-1.7	-5	0.6	3
CCOc1ccc(C(C)=O)cc1CN1C(=O)c2ccccc2S1(=O)=O	23	1.4	22	117	-0.7	-9	7	-1.2	-6	1.2	-4
Cc1cccc2sc(NC(=O)CN3C(=O)NC4(CCCC4)C3=O)nc12	-13	2.0	-3	102	2.8	1	17	-3.2	9	2.1	1
Cc1cccc(C(=O)Oc2ccccc2C(=O)N2CCOCC2)c1	0	0.2	2	nt	-1.3	-1	14	-2.8	-7	1.1	3
COC(=O)Cc1cc(=O)n2[nH]c(C)nc2n1	nt	2.4	2	nt	1.6	-1	10	-2.0	7	2.6	-9
CCCc1nnc(NC(=O)CCC(=O)O)s1	-9	0.0	-3	98	3.7	1	7	-1.2	0	1.9	-7
COc1ccccc1-c1cc(C(=O)NCc2ccco2)no1	-10	3.0	20	104	4.5	3	-11	2.0	-15	2.8	4
CCOC(=O)C(Sc1nnc2c3ccccc3n(CC)c2n1)C(=O)OCC	10	-1.6	-1	98	3.1	-5	-4	0.8	59	2.1	-1
Cc1ncc([N+](=O)[O-])n1Cc1ccccc1	-26	2.1	-13	99	3.6	5	14	-2.7	-5	4.7	3
COc1cccc(CNC(=O)CNC(=O)c2cccs2)c1	12	0.8	15	107	2.2	8	11	-2.2	-9	-1.3	3
CCc1ccc(-c2nc(CS(=O)CC(=O)NC3CCCCCC3)c(C)o2)cc1 (stereo not given)	-8	-2.5	11	112	3.9	-2	7	-1.3	-8	0.5	6
CCc1ccccc1NC(=O)CNC(=O)c1n[nH]c(=O)c2ccccc12	0	-0.9	-26	nt	0.9	11	6	-1.5	-8	2.6	0
CCOC(=O)N1CCN(Cc2nc(N)nc(Nc3ccc(OC)cc3)n2)CC1	nt	-0.9	-8	102	2.1	1	5	-0.9	18	0.8	-3
C=CCn1c(C)nnc1SCC(=O)c1c(N)n(C2CC2)c(=O)[nH]c1=O	-9	nt	-6	100	-0.5	2	18	-3.5	nt	nt	-10
O=C(CSc1ccc(Br)cc1)NC1CCCCCC1	nt	0.4	-20	94	3.2	6	-6	1.1	115	-0.3	3
O=C(NCCCCc1ccccc1)C12CN(Cc3ccccc3)CC1C(c1ccc([N+](=O)[O-])cc1)=NO2 (stereo not given)	28	-0.2	0	115	4.3	0	-3	0.6	281	0.6	-8
CCNc1nc(NCC)n2c(SCC(=O)Nc3ccc(F)cc3)nnc2n1	4	0.4	-2	99	-1.1	1	-3	0.4	-13	4.9	-4
Cc1cc(-c2ccccc2)n2nc(C)c(-c3ccccc3)c2n1	8	-3.0	19	nt	0.2	-8	-9	2.2	-6	1.0	-2
Cc1cccnc1NC(=O)c1ccc(NS(=O)(=O)/C=C/c2ccccc2)cc1	-35	-0.2	-4	104	0.4	-2	5	-0.8	-13	0.2	-6
O=C(CNc1ccc2c(c1)OCO2)N/N=C\c1cn(Cc2ccccc2)c2ccccc12	3	0.1	-11	115	2.6	9	-19	3.5	-5	1.2	-3
CCOC(=O)c1c(NC(=O)CSc2nccc(=O)[nH]2)sc(C)c1C	1	1.9	-19	116	2.1	-2	19	-3.5	37	2.1	-10

Structures shown so far containing a thiophene ring, fused or not:
SMILES	PfHsp90 set2	E coli growth	HTR5A inv ctr	DSG3 Ab inh	phage Ecoli inh	HTR5A ag ctr	MOR-DOR inv ag	OPRM1-OPRD1 ag	Mot1-301 SUMO	AddAB inh	PKA-R1A act
O=C(CNC(=S)N(CCCN1CCOCC1)Cc1cccs1)N1CCOCC1	-2	-1.0	-20	109	0.7	-1	13	-2.4	-2	3.5	-4
COc1cccc(CNC(=O)CNC(=O)c2cccs2)c1	12	0.8	15	107	2.2	8	11	-2.2	-9	-1.3	3
CCOC(=O)c1c(NC(=O)CSc2nccc(=O)[nH]2)sc(C)c1C	1	1.9	-19	116	2.1	-2	19	-3.5	37	2.1	-10

(listing goes on)
SMILES	PfHsp90 set2	E coli growth	HTR5A inv ctr	DSG3 Ab inh	phage Ecoli inh	HTR5A ag ctr	MOR-DOR inv ag	OPRM1-OPRD1 ag	Mot1-301 SUMO	AddAB inh	PKA-R1A act
COC(=O)C1=C(C)NC2=C(C(=O)CCC2)C1c1ccc(-c2ccsc2C(=O)OC)o1 (stereo not given)	5	-0.3	-5	nt	2.4	2	5	-1.0	-2	1.8	-1
O=C(Cc1cc(=O)oc2cc(O)ccc12)NC(Cc1ccc(Cl)cc1)C(=O)O (stereo not given)	13	-0.1	-3	109	2.5	1	8	-1.8	-18	1.5	-1
O=C1C=C(c2ccc(C(=O)O)cc2)C[C@@H](c2ccc(F)cc2)C1	15	-0.3	17	109	3.3	-1	-8	1.5	-18	3.1	-7
COc1cc(/C=N/NC(=O)CSc2n[nH]c(=O)[nH]c2=O)cc(OC)c1O	15	-0.6	2	102	4.1	5	15	-2.8	-13	1.6	-5
Cc1ccc(S(=O)(=O)c2nc(NCCCn3ccnc3)sc2Cl)cc1	-14	0.7	-29	99	1.1	11	15	-2.6	10	0.3	-4
CC(C)NC(=O)COc1ccc(OCc2ccccc2)cc1	-59	2.1	-1	101	3.3	0	7	-1.3	-17	1.9	-3
COc1ccccc1CCC(=O)Nc1ccc(S(=O)(=O)Nc2nccs2)cc1	-5	1.2	-6	110	1.8	2	8	-1.4	3	-0.5	0
O=C(NCc1csc(-c2cccs2)n1)c1cccc(Cl)c1	19	0.1	15	nt	3.7	2	7	-1.4	210	0.6	-14
CCOC(=O)C1CCN(S(=O)(=O)c2cccc(-c3cn4cccnc4n3)c2)CC1	-9	1.1	-10	96	3.2	4	4	-0.8	nt	2.2	-9
O=C1CCCN1C(=O)COc1cc(F)ccc1[N+](=O)[O-]	-9	0.9	3	nt	-0.8	-1	3	-0.7	19	1.8	-11
NCCCC[C@H]1CNC(=O)C(=O)N1CCc1cccc2ccccc12	-17	0.2	-2	95	4.0	4	8	-1.4	103	1.3	16
CS(=O)(=O)N(Cc1ccc(C(=O)NCc2ccco2)cc1)c1ccccc1	4	-0.9	-7	98	1.3	2	21	-3.9	nt	1.3	-10
CC(C)COCC1CC2(CC(C)(c3csc(N)n3)OC2=O)C(=O)O1 (stereo not given)	-3	nt	-13	96	0.1	0	16	-2.7	-1	nt	-1
O=C(Nc1nnc(S(=O)(=O)N2CCCC2)s1)c1ccccc1Cl	12	0.7	-11	103	6.3	4	6	-1.1	-12	0.5	0
COc1cc(OC)cc(C(=O)N[C@H](C(=O)NC2CCCc3ccccc32)C(C)C)c1 (stereo not given in full)	-26	-0.5	-11	97	2.9	3	-16	3.2	7	-0.8	-2
O=C(c1ccco1)N1CCN(C2=NS(=O)(=O)c3ccccc32)CC1	19	0.4	-4	106	0.0	1	1	-0.2	-12	2.6	-5
Cc1[nH]c(=O)c(C(=O)c2cc(Cl)ccc2O)cc1C(=O)O	16	-2.2	nt	111	4.4	nt	nt	nt	0	2.1	nt
COc1ccc(-n2c(C)cc(/C=C3/SC(=S)N(C)C3=O)c2C)cc1	-37	-0.3	-5	105	1.9	4	-5	1.2	-19	1.9	-10
CCc1nnc(NC(=O)c2ccc3ncsc3c2)s1	-18	0.7	12	103	2.7	0	9	-1.7	-8	2.7	2
COc1ccc(-c2ccc(-c3nc4c(c(=O)[nH]c(=O)n4Cc4ccccc4)n3C)o2)c([N+](=O)[O-])c1	-8	1.1	-8	76*	4.0	3	-12	2.4	2	1.3	10
CSC1=C(C#N)C(c2ccc(C)s2)CC(=O)N1 (stereo not given)	11	1.3	-8	107	3.2	0	2	-0.4	-5	0.8	-7
CCCn1c(=O)c2ccccc2n2c(SCc3cc(=O)oc4ccc5ccccc5c34)nnc12	17	-1.3	9	103	2.6	-1	4	-0.8	-4	-0.2	-4
CSc1ccc(CN(C)C(=O)COc2ccc(C(=O)c3ccccc3)cc2)cc1	40	-0.2	-11	105	0.5	3	-7	1.1	11	0.5	2
O=C(/C=C/Sc1ccccc1)c1ccc(Cl)cc1	9	1.2	1	119	0.5	4	-37	6.3	-4	1.1	1

Looked up one by one from the list above (3):
SMILES	PfHsp90 set2	E coli growth	HTR5A inv ctr	DSG3 Ab inh	phage Ecoli inh	HTR5A ag ctr	MOR-DOR inv ag	OPRM1-OPRD1 ag	Mot1-301 SUMO	AddAB inh	PKA-R1A act
O=C(/C=C/Sc1ccccc1)c1ccc(Cl)cc1	9	1.2	1	119	0.5	4	-37	6.3	-4	1.1	1
CC1(C)CC(=O)C(C=NCCCN2CCCC2=O)=C(O)C1	1	-3.0	-17	105	2.1	2	10	-1.7	-5	0.6	3
C=CCn1c(C)nnc1SCC(=O)c1c(N)n(C2CC2)c(=O)[nH]c1=O	-9	nt	-6	100	-0.5	2	18	-3.5	nt	nt	-10

Next section
SMILES	PfHsp90 set2	E coli growth	HTR5A inv ctr	DSG3 Ab inh	phage Ecoli inh	HTR5A ag ctr	MOR-DOR inv ag	OPRM1-OPRD1 ag	Mot1-301 SUMO	AddAB inh	PKA-R1A act
CC(C)c1nc2oc3c(NCCO)ncnc3c2c2c1COC(C)(C)C2	16	0.7	-5	101	2.1	4	2	-0.5	1	1.2	15
COc1ccc(CN2C(=O)N(c3ccc(OC)cc3)C(=O)C2CC(=O)Nc2ccccc2)cc1 (stereo not given)	10	-1.1	0	84	2.0	-3	15	-2.7	-7	-1.9	-3
CSc1ncc(Cl)c(C(=O)Nc2cccc3ccccc23)n1	10	-1.5	-9	85	6.2	2	12	-1.9	0	3.5	-7
Cc1cccc(C)c1NC(=O)CNC(=O)c1ccc(N2CCCC2=O)cc1	-45	-1.1	3	102	7.4	1	21	-5.6	-10	0.9	-4
CC(=O)c1c(C)n([O-])c2cc(C)ccc2[n+]1=O	-12	25*	4	103	11*	-1	7	-1.1	15	23*	6
CC1CCN(S(=O)(=O)c2ccc(C(=O)N3CCCC(C(F)(F)F)C3)cc2)CC1 (stereo not given)	-4	0.1	0	nt	3.2	0	-1	0.2	72	1.6	14
CCNC(=S)N(CCc1c(C)[nH]c2ccccc12)Cc1cccnc1	-3	-1.1	0	101	-2.6	0	11	-2.4	1	-1.9	-8

Source: PubChem
